Assay outcomes: PubChem BioAssay, PCMD
FXIa inh mix: blocks human factor XIa in pooled compound mixtures; P03951; purified FXIa, fluorogenic substrate; inhibition, % at 5 µM; hit rate 0.19% among 62,000; AID 680; in the data active = inhibition above about 20%, passing the limit was not always enough;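 note: each value is inhibition by a whole ten-compound pool holding the compound; 0% = enzyme with no mixture and 100% = wells lacking enzyme; strong numbers were not always called active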
Target sequence (P03951 19-387 limits assumed): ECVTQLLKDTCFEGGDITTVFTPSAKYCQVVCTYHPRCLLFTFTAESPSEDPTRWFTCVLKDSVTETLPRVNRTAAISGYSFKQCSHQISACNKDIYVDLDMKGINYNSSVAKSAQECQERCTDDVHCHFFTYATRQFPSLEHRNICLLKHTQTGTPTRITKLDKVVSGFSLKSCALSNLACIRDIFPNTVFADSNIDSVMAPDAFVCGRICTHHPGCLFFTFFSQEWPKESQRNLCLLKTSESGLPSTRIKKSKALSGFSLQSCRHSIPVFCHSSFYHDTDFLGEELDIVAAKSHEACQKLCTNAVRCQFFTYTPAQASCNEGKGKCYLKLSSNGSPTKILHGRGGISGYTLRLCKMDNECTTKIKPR
Target sequence (P03951 388-625 limits assumed): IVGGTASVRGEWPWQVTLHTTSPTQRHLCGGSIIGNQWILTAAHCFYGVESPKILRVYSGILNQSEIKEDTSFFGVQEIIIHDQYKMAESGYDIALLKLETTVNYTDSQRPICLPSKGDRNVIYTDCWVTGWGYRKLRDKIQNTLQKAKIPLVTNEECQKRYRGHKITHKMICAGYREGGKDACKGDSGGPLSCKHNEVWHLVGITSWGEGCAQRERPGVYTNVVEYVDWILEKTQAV
AP ELISA ortho: orthogonal test for alternative complement pathway inhibitors; Human serum alternative complement pathway, LPS-coated ELISA, C3 deposition; tested in compound mixtures; inhibition, % at 5 µM; hit rate 0.08% among 62,000;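 active = inhibition above 30% in each of the two pooled mixtures holding the compound, so the lower value exceeds 30%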;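 note: 0% = serum in Mg-EGTA without compound and 100% = EDTA serum blank; some compounds past the cut are filed as inactive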
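Assay system: Human serum alternative complement pathway, C3 deposition on LPS-coated wells | Incubation: 1 h serum-compound exposure at 37 °C | Doses: 5 µM per compound in ten-compound mixtures | Read-out: Percent inhibition | Technique: ELISA with HRP anti-human C3 antibody, TMB substrate, absorbance 450 nm | Replication: Two pool placements per compound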
CatB mix inh: inhibitors of human cathepsin B in compound mixtures; AID 488; inhibition, %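 (ten-compound pools at 5 µM per compound and 50 µM total)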; Purified cathepsin B, AMC dipeptide fluorescence; P07858; hit rate 0.06% among 62,000; in the data active = inhibition above about 22%, passing the limit was not always enough; inconclusive = no clear call, values can overlap the other calls;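 note: 0% = enzyme without compound and 100% = no enzyme blank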
Ec RNAP inh: inhibitors of Escherichia coli RNA polymerase; P0A8V2; E. coli RNA polymerase, fluorescence transcription assay; inhibition, %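 (tested at 10 µM)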; hit rate 0.2% among 62,000; AID 559; in the data active = inhibition above about 20%;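 note: 0% = enzyme without compound and 100% = no enzyme blank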
CatB block: human cathepsin B inhibition; P07858; inhibition, %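 (tested at 10 µM)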; AID 453; purified cathepsin B, fluorogenic substrate, fluorescence; hit rate 0.1% among 63,000; in the data active = inhibition above about 21%;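 note: 0% = enzyme with no compound and 100% = no enzyme blank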
CatG inh: cathepsin G (human) inhibition; P08311; hit rate 0.2% among 62,000; purified enzyme, AMC-tetrapeptide fluorescence, pooled mixtures; inhibition, % at 5 µM (by protocol); AID 581;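 active = inhibition above 20% in each of the two mixture wells holding the compound; inactive = inhibition of 20% or less in either well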;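 note: 0% = enzyme control without mixture and 100% = blank lacking enzyme; strong numbers were not always called active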
Target sequence (P08311 21-244 limits assumed): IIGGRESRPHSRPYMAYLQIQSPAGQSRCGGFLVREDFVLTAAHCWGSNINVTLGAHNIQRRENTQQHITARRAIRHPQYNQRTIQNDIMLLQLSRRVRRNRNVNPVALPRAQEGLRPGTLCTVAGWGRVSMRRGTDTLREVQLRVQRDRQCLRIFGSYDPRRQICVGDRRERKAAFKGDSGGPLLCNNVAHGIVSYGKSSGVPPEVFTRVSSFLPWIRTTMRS
CatS block: inhibitors of human cathepsin S; P25774; recombinant cathepsin S, AMC dipeptide fluorescence, pooled mixtures; inhibition, %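 (tested at 5 µM per compound within 10-compound mixtures)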; hit rate 0.06% among 62,000; in the data active = inhibition above about 32%, passing the limit was not always enough; inconclusive = no clear call, values can overlap the other calls;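 note: 0% = enzyme without compound and 100% = blank without enzyme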
Target sequence (P25774 115-331 limits assumed): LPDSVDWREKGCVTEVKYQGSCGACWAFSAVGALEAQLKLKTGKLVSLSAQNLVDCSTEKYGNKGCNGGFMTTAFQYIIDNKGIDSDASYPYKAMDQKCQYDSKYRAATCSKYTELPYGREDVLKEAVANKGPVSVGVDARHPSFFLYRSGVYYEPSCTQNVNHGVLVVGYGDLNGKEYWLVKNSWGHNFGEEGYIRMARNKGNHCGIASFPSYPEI
CatL inh: blocks human cathepsin L protease activity; P07711; purified cathepsin L, fluorogenic substrate, fluorescence; inhibition, %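 (tested at 10 µM)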; hit rate 0.17% among 58,000; AID 460; in the data active = inhibition above about 45%;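 note: 0% = enzyme with no compound and 100% = no enzyme blank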
C1s block: human complement C1s inhibition; P09871; purified C1s, fluorogenic AMC substrate, pooled mixtures; mean inhibition % of two 10-compound mixtures (hits give high values), % at 5 µM (by protocol); hit rate 0.16% among 62,000; AID 538;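 active = inhibition above 20% in each of the two 10-compound mixture wells holding the compound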;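 note: 0% = enzyme wells lacking compound mixture and 100% = no-enzyme blank wells; some compounds called inactive have numbers as strong as hits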
* hit, by the source's call; u = inconclusive; x = no result given. These rows are one share of the data. The share of hits here may be higher or lower than overall.

Sample of the layout:
CatL inh	CatB block	FXIa inh mix	AP ELISA ortho	CatB mix inh	CatS block	CatG inh	Ec RNAP inh	C1s block	SMILES
-4	-3	4	9	-3	4	-1	-2	-7	O=C(Cn1cc2c(n1)CCCCC2)N1CCCCC1
1	4	7	12	0	0	2	2	3	CCOC(=O)C1C(=O)NCC2CCCC21 (centres undefined)

The whole of this part, repeating the preview:
CatL inh	CatB block	FXIa inh mix	AP ELISA ortho	CatB mix inh	CatS block	CatG inh	Ec RNAP inh	C1s block	SMILES
-4	-3	4	9	-3	4	-1	-2	-7	O=C(Cn1cc2c(n1)CCCCC2)N1CCCCC1
1	4	7	12	0	0	2	2	3	CCOC(=O)C1C(=O)NCC2CCCC21 (centres undefined)
14	4	5	3	2	12	11	11	14	COCC(=O)N(Cc1ccco1)c1nnc(C2CCOC2)s1 (centres undefined)
10	4	0	3	1	-12	10	5	-2	CCOC(=O)NC(=O)CSc1nnnn1-c1ccc(C)cc1
-3	-2	4	0	-3	6	-1	-9	-9	COc1ccc2[nH]c3c(NCCN4CCCCC4)ncnc3c2c1
-7	0	9	4	3	-3	8	5	14	Cc1ccc(-c2nn3c(C)nnc3s2)cc1NC(=O)c1cccs1
-3	0	7	-1	-5	3	0	-7	-3	COC(=O)C(C)Sc1nc2c(c(=O)[nH]c(=O)n2C)n1CCCc1ccccc1 (centres undefined)
-1	0	-2	3	-8	-9	5	6	-5	COc1cc(C(O)c2nc3ccccc3n2C)cc(OC)c1OC (centres undefined)
10	7	8	5	3	-6	10	5	13	O=C(c1c(Cl)cccc1Cl)N1CCN(c2ccccn2)CC1
14	7	-7	-10	3	21	-12	6	-22	O=C(NC1CCCCC1)C(c1ccco1)N(Cc1ccco1)C(=O)c1ccco1 (centres undefined)
13	3	0	0	-5	-3	-6	0	-13	O=C(NC12CC3CC(CC(C3)C1)C2)N1CCN(c2ccccn2)CC1
-8	4	10	-12	5	8	9	7	8	CN1CCCCc2c1nc1c(c2N)CCCC1
24	-1	3	1	4	12	1	9	-18	O=C(OCC(=O)c1ccccc1Br)c1ccccn1
-37	3	10	6	0	-7	-4	-8	-36	CCOC(=O)N1CCN(C(=O)c2cc(-c3ccc(OCC)cc3)nc3ccccc23)CC1
-6	5	-2	3	2	50	7	7	3	Cc1ccc(-c2nnc(N3CCN(C(=O)CSc4ncn[nH]4)CC3)c3ccccc23)cc1
23	8	-9	9	2	4	6	6	5	Cc1ccccc1-n1nc2c(c1NC(=O)c1cc3ccccc3oc1=O)CS(=O)(=O)C2
7	-1	14	4	3	-2	-3	-6	-16	CCNC(=O)NC(=O)COC(=O)c1ccccc1SCC(=O)NC(=O)NCC
11	5	3	-11	1	9	-8	3	-16	CCCCCOC(=O)CSc1nnc(-c2ccccc2)c(=O)[nH]1
-3	3	4	0	3	-6	-9	1	-8	CS(=O)(=O)N(CC(=O)NCc1ccccn1)Cc1ccc(Cl)cc1
3	2	7	3	-2	1	0	-1	-6	O=C(OCc1nnc(-c2ccccc2)o1)c1ccc2c(c1)OCCO2
-1	1	1	3	4	-1	-2	3	-6	CCn1c(SCC(=O)c2ccc3c(c2)OCCO3)nnc1C(C)C
15	0	7	5	-1	4	0	1	-2	O=C(Nc1cccc(O)c1)c1ccc(Br)c(S(=O)(=O)N2CCCCC2)c1
-1	-1	11	11	-1	1	7	x	3	O=C(NCCc1c[nH]c2ccccc12)c1ccc(-n2cnnn2)cc1
11	4	3	7	-6	7	10	9	-7	CCOC(=O)c1ccc(N=c2sc(C(=O)OC)cc(=O)n2Cc2ccco2)cc1
15	0	8	11	0	8	-2	-3	-4	CS(=O)(=O)Nn1cnc2ccccc2c1=O
8	4	6	6	8	u	9	10	14	Cc1cccc(NC(=O)CSCc2c(C)noc2C)c1C
-1	-3	-5	14	1	-6	5	1	-2	COC(=O)c1ccc2[nH]c(C)cc(=O)c2c1
-10	1	6	19	4	1	7	-2	1	O=C(NCc1cccnc1)c1cccc(S(=O)(=O)N2CCOCC2)c1
0	1	-5	-12	1	-3	-6	3	-16	O=C(OCCNC(=O)c1ccc2ccccc2n1)c1cccnc1
-3	5	4	-18	5	2	-9	5	-20	Cc1noc(NS(=O)(=O)c2ccc(N)cc2)c1C
x	1	-1	16	4	4	7	7	0	CCOC(=O)N1CCN(C(=O)CSc2nnc(-c3ccc(C)c(C)c3)o2)CC1
4	-5	1	14	3	-3	-1	1	3	CCOC(=O)C1=C(C)NC(=O)NC1c1ccc2c(c1)OCCO2 (centres undefined)
13	2	1	-3	1	7	13	12	10	O=C(CN1CCN(c2ccccc2)CC1)Nc1nnc(-c2ccccc2)s1
14	4	8	19	2	-3	5	2	-5	CCn1cnc2sc(C(=O)O)c(C)c2c1=O
x	-1	0	14	3	-1	-2	4	-43	CCCc1ccc2c(N)c(C#N)sc2n1
-11	-1	5	10	1	-6	5	-2	-16	O=C(CCCc1c[nH]c2ccccc12)N1CCN(c2ccc(N3CCOCC3)nn2)CC1
-4	4	1	5	4	0	9	4	-6	O=C1c2ccccc2C(=O)N1CCCCSc1nnnn1-c1ccccc1
2	2	-8	9	-4	-4	-10	2	-58	Cc1noc(C)c1S(=O)(=O)Nc1ccc(C(=O)NC2CCCCCC2)cc1
0	-1	-2	12	2	-5	8	-2	1	COc1ccccc1NC(=O)C1=C(C)Nc2nnnn2C1c1cc(Br)ccc1OC (centres undefined)
27	2	4	13	6	-9	13	13	12	CCOC(=O)c1ccccc1NC(=O)CN1C(=O)c2ccccc2S1(=O)=O
-5	-3	2	12	-2	-4	-3	-5	-2	CC(=O)c1cnc(Nc2nc(C)c3cccc(C)c3n2)nc1C
-1	0	6	-6	1	7	4	-2	1	Cc1onc(-c2ccccc2)c1C(=O)Oc1cccnc1
2	0	1	11	4	-1	-1	4	-1	S=c1[nH]nc(-c2cccnc2)o1
-7	-6	6	-3	5	0	0	5	1	CC(C)n1c(SCc2ccc(Cl)cc2)nc2c1c(=O)[nH]c(=O)n2C
-1	4	7	3	-1	1	1	-1	-3	O=C(c1cnn(-c2nc3ccccc3s2)c1)c1ccccc1O
23	-2	-4	4	0	8	3	8	-19	COc1ccc(CNC(=O)c2nnn(Cc3ccc(OC)cc3)c2N)cc1
-6	6	3	4	3	8	-3	9	-33	Cc1ccc(-c2cc(C(=O)Nc3cccnc3)c3ccccc3n2)o1
24	x	5	11	0	14	3	7	3	CCSc1nc(O)cc(=O)n1-c1ccc(OC)cc1
-4	4	-3	23	5	-4	5	1	0	CCOc1cc(C2C(C#N)=C(N)Oc3n[nH]c(-c4ccccc4)c32)ccc1O (centres undefined)
38	-1	34	17	36	12	14	2	14	Cc1cccc2cc(CN(CC3CCCO3)S(=O)(=O)c3ccccc3)c3nnnn3c12 (centres undefined)

Remaining list, next part.
CatL inh	CatB block	FXIa inh mix	AP ELISA ortho	CatB mix inh	CatS block	CatG inh	Ec RNAP inh	C1s block	SMILES
5	4	5	0	5	18	12	8	17	Cn1c(N2CCC(C(N)=O)CC2)nc2c1c(=O)n(Cc1ccc(Br)cc1)c(=O)n2C
-6	5	23	6	5	-12	36	9	19	COc1cccc(-c2cc(C(=O)Nc3cc(C)n(Cc4ccc(Cl)cc4)n3)no2)c1
11	3	4	-2	-1	9	8	8	17	CC(C)Cn1c(CN2C(=O)c3ccccc3C2=O)nc2ccccc2c1=O
33	1	-6	10	0	1	3	5	-33	Cc1noc(C)c1CSc1nnc2ccc3ccccc3n12
6	6	7	-5	7	13	-6	8	-3	COc1ccc(NC(=O)c2ccco2)cc1NC(=O)c1c(F)c(F)c(OC)c(F)c1F
-9	-3	8	17	4	-9	-2	0	1	CCOC(=O)c1cnc(SCC(=O)N2CCc3ccccc32)nc1N
10	-1	3	1	7	2	1	6	-4	c1ccc(-c2oc3ncnc(NCCCN4CCOCC4)c3c2-c2ccccc2)cc1
1	0	-2	-4	-6	-5	11	6	5	Cc1ccc(S(=O)(=O)N2CCN(C(=O)CSc3nnc(C)c(=O)[nH]3)CC2)cc1
3	3	-3	23	1	-6	1	9	-50	O=C(Nc1ccc(N2CCN(C(=O)c3ccco3)CC2)cc1)c1ccc2c(c1)OCO2
10	3	3	26	5	4	10	8	12	Clc1ccc2nc(SCc3nnc(-c4ccccc4)o3)[nH]c2c1
44	10	-2	-7	0	10	7	9	0	COc1ccc(C(OC(=O)c2ccco2)C(=O)NCC2CCCO2)cc1 (centres undefined)
-1	2	2	9	3	-3	-2	4	0	Nn1cc(-c2ccccc2)nc1SCC(=O)N1CCN(S(=O)(=O)c2ccccc2)CC1
1	-1	-1	2	-3	2	-2	1	-34	CCCCn1c(SCN2C(=O)c3ccccc3C2=O)nc2cc(S(N)(=O)=O)ccc21
-7	2	-8	8	3	-3	6	3	-15	COc1ccc2[nH]c(=O)c(CN(C(=O)c3ccco3)C3CCCCC3)cc2c1
17	5	2	8	2	14	9	6	3	O=C(CCn1c(=O)[nH]c2ccccc2c1=O)Nc1ccccc1
16	-2	2	-4	0	2	8	7	10	O=S(=O)(Nc1ccccn1)c1ccc(C2CCCCC2)cc1
10	6	2	24	3	5	11	8	54	CC(=O)NCCOC(=O)Nc1cccnc1
11	4	3	5	4	-1	11	4	14	CCN(CC)S(=O)(=O)c1cccc(-c2nnc(SCCCC(=O)c3ccccc3)o2)c1
8	2	2	-3	-2	1	0	2	-4	O=C(NCCc1ccccc1)c1nc2c(nnn2Cc2ccccc2Cl)c(=O)[nH]1
12	2	1	-6	-6	-7	-5	-3	-17	Cc1ccc(Cn2ccc(NC(=O)c3cc(-c4ccc5c(c4)OCO5)on3)n2)cc1
1	-3	1	-1	-4	4	-1	2	1	Cc1csc(NC(=O)C2CCCN(S(=O)(=O)c3ccc(Br)s3)C2)n1 (centres undefined)
-5	1	2	15	4	-2	10	2	18	CCC(C)NC(=O)C1c2ccccc2C(=O)N1Cc1ccccc1OC (centres undefined)
17	1	3	4	2	1	6	3	-24	COc1ccc(OC)c2c(C)cc(NCCN3CCOCC3)nc12
-12	-2	9	23	4	0	1	0	5	CCC(C)n1[nH]c(=O)cc1N (centres undefined)
4	2	-2	-1	3	20	11	3	0	NC(=O)SCC(=O)Nc1ccc(Cl)c(Cl)c1
16	3	1	-9	4	13	14	5	-19	CS(=O)(=O)Nc1ccc(-c2n[nH]c(=S)n2-c2ccccc2)cc1
22	6	9	9	5	11	-7	4	-68	CCOc1ccc(C2c3c(oc4cc(C)c(C)cc4c3=O)C(=O)N2CCCN(C)C)cc1OC (centres undefined)
16	2	12	17	-1	8	-2	2	-30	c1csc(-c2noc(COc3ccc4c(c3)CCCC4)n2)c1
x	6	0	13	40	31	7	-1	-80	Cc1ccc(S(=O)(=O)NC(C)(C)CSc2nnc(N)s2)cc1
x	1	8	14	3	-3	12	6	16	O=C(CN1CC(c2ccccc2)CC1=O)Nc1ccc2c(c1)OCO2 (centres undefined)
-2	0	8	3	0	-3	12	10	1	CN(C)c1nc(OCCOC(=O)Nc2ccc(Cl)cc2Cl)nc(N(C)C)n1
-4	0	-15	7	-2	-14	-12	2	-51	CCCCCCOc1ccc(N2C(=O)CC(N3CCC(C(=O)OCC)CC3)C2=O)cc1 (centres undefined)
17	6	-28	-9	-4	-42	-31	-4	-69	Cc1cc(C)cc(OCC(=O)Nc2ccc(N3CCCC3)cc2)c1
0	0	-15	11	-9	-19	-4	8	-100	CCOC(=O)CN(C(=O)CSc1nnc(C)n1-c1ccccc1)c1ccccc1
